Compound activity as filed in PubChem.
TRPV1 agonist: agonists of human vanilloid receptor 1 (TRPV1); activation, % at 8.33 µM; Q8NER1; actives 0.19% (n = 320,000); TRPV1-expressing cells, Fluo-8 calcium influx, agonist mode; in the data active = activation above about 80%; inconclusive = between about 30% and that limit; note: 0% is about no effect
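Fluo-8 calcium influx in TRPV1-expressing cells, kinetic read (ex 480/em 520 nm). Compound added and read 3 min for agonist activity, followed by capsaicin at EC20 final and 2 min further read for enhancement.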
MLL CXXC-DNA inh: blocks binding of human MLL CXXC domain to DNA | Q03164 | Potency, µM (series often up to 115 µM), for inactives: top-dose activity change, negative = inhibition, most hits filed as inhibitors | MLL-CXXC / FITC-HOXA9 DNA fluorescence polarization | AID 2662 | actives 0.037% (n = 290,000); active = well fitted inhibition curve with a large enough effect in the polarisation, with a control signal flat, not every such curve was filed as active; inconclusive = small, poorly fitted or top-dose-only effect, or effect the other way, or a change in a side signal; inactive = no such curve, though single readings can be large or run the other way; the % refers to the polarisation; note: potency is the fitted concentration of half-maximal effect
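Purified MLL-CXXC (added from a 7 uM solution) was preincubated 5 min at ambient with pinned compounds in 50 mM Tris-HCl pH 7.5, 50 mM NaCl, 1 mM DTT, 0.05% BSA. Fluorescein-labeled HOX-A9 DNA (50 nM solution) followed, 30 min, then polarization read.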
B2AR arrestin: beta2AR (human) beta-arrestin recruitment activity; beta-arrestin recruitment to beta2AR, cell-based reporter; Potency, µM (doses to about 46.1 µM), for the others: at the highest dose activation, most hits filed as activators; actives 0.02% (n = 330,000);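 note: potency is the fitted concentration of half-maximal effect; 0% = DMSO controls and full agonism = EC100 isoproterenol or metaproterenol; nearly all actives have a fitted effect of over 65% in size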
Target sequence (P07550 whole entry, looked up): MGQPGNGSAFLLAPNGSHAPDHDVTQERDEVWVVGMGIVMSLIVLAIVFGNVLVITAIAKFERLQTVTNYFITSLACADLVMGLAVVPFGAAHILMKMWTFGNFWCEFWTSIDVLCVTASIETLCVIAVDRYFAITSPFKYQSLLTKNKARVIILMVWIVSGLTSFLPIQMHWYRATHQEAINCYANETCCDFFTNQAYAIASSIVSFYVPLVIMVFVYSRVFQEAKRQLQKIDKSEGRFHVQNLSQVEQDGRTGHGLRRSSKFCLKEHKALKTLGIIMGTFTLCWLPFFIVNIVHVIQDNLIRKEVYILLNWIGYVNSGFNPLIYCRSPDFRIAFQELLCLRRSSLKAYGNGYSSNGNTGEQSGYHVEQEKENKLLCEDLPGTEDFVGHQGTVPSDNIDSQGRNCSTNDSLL
Menin MLL FP TR: displaces Texas Red mutant MLL peptide from human menin; actives 0.23% (n = 270,000); Menin + Texas Red MLL mutant peptide, fluorescence polarization; O00255; Potency, µM (series often up to 61.6 µM), for inactives: at the top dose FP activity change, negative = inhibition, hits mostly inhibitors; active = well fitted inhibition curve with a large enough effect in the polarisation, with a control signal flat, not every such curve was filed as active; inconclusive = small, poorly fitted or top-dose-only effect, or effect the other way, or a change in a side signal; inactive = no such curve, though single readings can be large or run the other way; the % refers to the polarisation; note: potency is the fitted concentration of half-maximal effect; % of control where 0% means no effect; many of its hits are not listed in these tables
Target sequence (O00255 whole entry, looked up): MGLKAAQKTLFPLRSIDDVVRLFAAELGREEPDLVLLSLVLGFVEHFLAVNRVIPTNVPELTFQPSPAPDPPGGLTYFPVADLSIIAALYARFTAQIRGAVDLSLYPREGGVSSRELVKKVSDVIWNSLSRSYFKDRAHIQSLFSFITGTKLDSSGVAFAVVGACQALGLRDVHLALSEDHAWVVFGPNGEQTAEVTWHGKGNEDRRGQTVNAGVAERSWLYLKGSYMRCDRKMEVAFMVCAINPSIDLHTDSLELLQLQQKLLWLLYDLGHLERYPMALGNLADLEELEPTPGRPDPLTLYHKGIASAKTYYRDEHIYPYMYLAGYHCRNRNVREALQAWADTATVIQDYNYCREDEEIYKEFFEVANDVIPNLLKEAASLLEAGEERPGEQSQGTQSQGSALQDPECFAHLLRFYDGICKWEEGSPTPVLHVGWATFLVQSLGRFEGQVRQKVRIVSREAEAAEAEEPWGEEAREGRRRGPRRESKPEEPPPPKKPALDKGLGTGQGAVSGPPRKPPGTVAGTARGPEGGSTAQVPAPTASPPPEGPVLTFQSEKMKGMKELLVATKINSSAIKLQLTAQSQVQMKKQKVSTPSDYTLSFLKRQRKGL
GALK inhibitor: inhibitors of human galactokinase. AID 1868. Purified GALK, Kinase-Glo residual ATP luminescence. P51570. Potency, µM (titrated, usually from 57.5 µM), for the others: at the top dose activity change, negative = inhibition, usual class: inhibitors. actives 0.007% (n = 270,000); note: potency is the fitted concentration of half-maximal effect; % is set by controls: 0 for no effect and ±100 for the full control effect
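The enzyme phosphorylates galactose (100 uM) using ATP (35 uM); inhibition is detected as higher residual ATP, quantified by bioluminescence after 1 h reaction at room temperature, pH 8.0.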
USP2a block: blocks human ubiquitin-specific protease USP2a. USP2 core, Ub-CHOP2 coupled fluorogenic reporter, 485/531. O75604. Potency, µM (series often up to 38.3 µM), inactives show at the highest dose activity change, negative = inhibition, actives largely listed as inhibitors. actives 0.01% (n = 330,000);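 note: potency is the fitted concentration of half-maximal effect; plate controls were DMSO wells for no effect and full inhibition by NEM control for full effect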
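USP2 core (10nM final) preincubated 30min RT with compound in 20mM Tris-HCl pH 8.0, 2mM CaCl2, 2mM beta-mercaptoethanol, 0.05% CHAPS; 25nM Ub-CHOP2 plus 25nM reporter substrate added, fluorescence (Ex485/Em531) read after 60min.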
KCNH2 3.1 inh: blocks the human KCNH2 3.1 channel isoform. activity change, % (tested at about 1.8 µM). actives 0.95% (n = 340,000). U2OS KCNH2 3.1, thallium flux FluxOr; hits give low values. AID 720553;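 active = maximum activity change below -70%; inconclusive = maximum activity change from -70% to -50%; inactive = maximum activity change above -50%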;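 note: thallium influx rate constant from kinetic fluorescence after stimulation buffer; % is set by controls: 0 for no effect and ±100 for the full control effect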
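FluxOr-based Tl+ influx in U2OS cells transduced with KCNH2 3.1 virus; rate constants normalized to DMSO controls.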
PKM2 act: activators of human pyruvate kinase M2. P14618. purified PKM2, Kinase-Glo ATP luminescence, activation; response scale: 0% is enzyme alone, no compound. Potency, µM (doses to about 57.5 µM), without a hit: at the top dose activation, most hits filed as activators. actives 0.34% (n = 260,000). AID 1631; note: potency is the fitted concentration of half-maximal effect; % is set by controls: 0 for no effect and ±100 for the full control effect; nearly all actives have a fitted effect of over 55% in size
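hPK-M2, >95% pure; 0.1 mM ADP / 0.5 mM PEP final; imidazole pH7.2 buffer w/ 7 mM MgCl2, 50 mM KCl; 1 h RT; Kinase-Glo lum. Intermediate enzyme activity for dual inhibitor/activator qHTS.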
Giardia kill: Giardia lamblia killing. actives 0.15% (n = 340,000). activity change, % at 7.66 µM, hits read low. Giardia lamblia trophozoite viability. AID 540267; in the data active = activity change below about -80%; inconclusive = between about -30% and that limit;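 note: parasites exposed to compound for two days anaerobically before the ATP read; % is set by controls: 0 for no effect and ±100 for the full control effect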
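Luminescent ATP signal served as the viability read-out, measured 15-30 min after adding ATP detection reagent to trophozoites that had been incubated with compounds for 48 hrs at 37 deg C anaerobically at 100 cells/well.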
Coupling enz: inhibits coupling enzyme system, counter-screen for aldolase hits; coupling enzyme system counterscreen, AmpLite Red fluorescence; activity change, negative = inhibition, % at 58.2 µM, hits read low; actives 0.67% (n = 290,000); in the data active = activity change below about -30%; note: % is set by controls: 0 for no effect and ±100 for the full control effect
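Activity here indicates interference with the coupling reaction, not aldolase inhibition. Compounds at 57.5 uM final met coupling enzymes for 10 min at RT; substrate and AmpLite Red detection followed, with a 525/598 nm fluorescence read after 20 min.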
KCNH2 WT inh: KCNH2 (human, wildtype) channel inhibition; activity change, % at 1.84 µM; Q12809; AID 720551; actives 0.37% (n = 340,000); U2OS, BacMam KCNH2, thallium flux FluxOr; hits give low values;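 active = maximum activity change below -70%; inconclusive = maximum activity change between -70% and -50%; inactive = maximum activity change above -50%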; note: % is set by controls: 0 for no effect and ±100 for the full control effect
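U2OS cells were transduced with wild-type KCNH2 virus (2.03 x 10^8 / mL) for 4 h at room temperature, then cultured overnight at 37 C. Thallium flux was read with FluxOr dye. Rate constants were normalized to DMSO controls.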
The depositor's hits bear a star; ? = inconclusive; / = not tested or not shown; [ ] = remark or other dose. Unless noted, calls come from the whole dose curve; as a rule, active = well fitted curve in the direction sought with a large enough effect; inconclusive = small, poorly fitted or top-dose-only effect, or another doubt; inactive = no such curve, though single readings can be large; an effect the other way counts as inactive or inconclusive. A portion of the library, so the mix of outcomes need not match the whole.

SMILES	TRPV1 agonist	MLL CXXC-DNA inh	B2AR arrestin	Menin MLL FP TR	GALK inhibitor	USP2a block	KCNH2 3.1 inh	PKM2 act	Giardia kill	Coupling enz	KCNH2 WT inh
CCOc1ccc(S(=O)(=O)N2CCCC(C(=O)N3CCOCC3)C2)cc1C (stereo unspecified)	?	6%	-0.8%	-3%	-6%	2%	0	0%	-1	2	-4
CCOc1ccc2[nH]c(=O)c(C(c3nnnn3C3CCCCC3)N3CCN(CC)CC3)cc2c1 (stereo unspecified)	-1	3%	-3.4%	-18%	4%	-1%	3	2%	-8	0	33
O=C(Nc1nc2c(s1)CCCC2)c1cccc(S(=O)(=O)N2CCCc3ccccc32)c1	4	16%	-4.1%	-15%	0%	1%	17	1%	33[activator]	-2	-4
Cc1cc2ncc(-c3cccc(Cl)c3)cn2n1	13	2%	0.0%	3%	0%	11%	13	-4%	3	3	-4
NCCCCCc1nnc(SCc2ccc(Cl)c(Cl)c2)o1	3	24%	-1.4%	?	-2%	3%	-19	4%	-4	-3	-10
C=CCOc1nc2sc(C)c(C)c2c(=O)n1-c1ccccc1	1	29%	3.7%	-22%	-7%	4%	1	7%	5	0	4
COc1ccc(C2Nc3ccccc3C(=O)N2NC(C)=O)c(OC)c1 (stereo unspecified)	1	11%	-0.4%	4%	-1%	2%	-4	/	-8	2	3
Cc1ccc(S(=O)(=O)N2CCCCC2)cc1NC(=O)CN1C(=O)c2ccccc2S1(=O)=O	/	/	-0.9%	/	/	0%	10	/	-7	/	6
O=C1NCCCC1C(=O)N/N=C/c1ccc([N+](=O)[O-])cc1 (stereo unspecified)	-2	14%	-1.3%	/	5%	1%	-1	-5%	-7	-1	0
COC(=O)CNC(=O)Cn1cnc2sc(C)c(S(=O)(=O)N3CCC(C)CC3)c2c1=O	-3	1%	0.0%	0%	0%	-2%	-4	-1%	2	5	27
COc1ccc(S(=O)(=O)N2CCOCC2)c(Cl)c1Cl	3	6%	-0.3%	1%	0%	1%	-6	-6%	15	1	-6
COc1ccc(Cl)cc1C(=O)Nc1cccc2ncccc12	-1	5%	-0.6%	-13%	4%	-1%	-1	11%	23	-4	2
CCC(C)(C)NC(=O)C(c1ccc(F)cc1)N(Cc1ccco1)C(=O)c1snc(C(N)=O)c1N (stereo unspecified)	?	-9%	0.2%	0%	2%	-6%	-10	-5%	5	6	23
C/C(=N\NC(=O)C(=O)Nc1cccc(Cl)c1C)c1ccncc1	2	10%	-3.7%	-6%	0%	2%	2	0%	3	0	7
CCOC(=O)COc1cc(OCC(=O)OCC)c2c3c(c(=O)oc2c1)CCCC3	11	-1%	-0.6%	?	/	-8%	-1	/	-6	0	0
COc1cccc(NC(=O)COC(=O)c2ccc(F)cc2F)c1	24	5%	-0.7%	-10%	2%	2%	0	3%	-7	3	2
CC1=C(C)C(c2ccccc2)NC(=S)N1 (stereo unspecified)	0	1%	0.7%	-8%	0%	9%	-11	1%	2	0	-4
Cc1occc(=O)c1OCc1c(F)cccc1Cl	-3	1%	0.2%	0%	0%	2%	2	0%	-6	-1	-4
CCn1c(=N)n(CC(=O)c2ccc(Cl)c(Cl)c2)c2ccccc21	-1	15%	0.3%	-12%	/	-1%	-7	/	-20	-4	-5
Cc1cc(C)n2nc(SCCOc3ccc(F)cc3)nc2n1	-3	12%	-0.1%	?	2%	-4%	4	-3%	-6	0	0
CN(C)/C=C/C(=O)C(F)(F)F	11	0%	-0.2%	-15%	1%	2%	-38	-15%	-24	2	4
CN1CCN(C(=O)CN(C)S(=O)(=O)c2ccc3ccccc3c2)CC1	-7	-10%	0.0%	-5%	2%	3%	15	-9%	-8	3	0
Cc1ccc(CN2CC(C(=O)O)CC2=O)cc1 (stereo unspecified)	1	2%	-0.1%	0%	4%	1%	-6	1%	-16	0	-2
O=C(CCN1C(=O)/C(=C/c2ccccc2F)SC1=S)Nc1cccnc1	?	-1%	-0.4%	-5%	2%	0%	-107*	20%	-5	5	-34
Cc1oc(-c2ccccc2Cl)[n+]([O-])c1C	-9	0%	0.2%	5%	0%	3%	13	1%	16	-5	-2
O=C(N[C@H](C(=O)O)c1ccccc1)C1CCC(Cn2nnc3ccccc3c2=O)CC1 (stereo partly specified)	11	-9%	-0.7%	/	-3%	-2%	/	29%	/	4	/
CCc1nn(CC(=O)NC(C)CCc2ccccc2)c(=O)c2cc3occc3n12 (stereo unspecified)	2	2%	0.3%	/	-7%	3%	8	/	-9	/	-7
Cc1nnc(NC(=O)CSc2nnc3scc(-c4ccc(C)c(C)c4)n23)s1	1	14%	-3.1%	-5%	0%	2%	6	5%	-2	4	3
CC(=O)Nc1nc(CC(C)C)cc2c1c(=O)oc1ccccc12	1	1%	-0.1%	?	2%	0%	-5	-16%	-3	0	-4
Cc1c(C)c2ccc(OC(C)C(=O)NCCCN3CCOCC3)c(C)c2oc1=O (stereo unspecified)	-1	53%[activator]	-0.8%	16%	8%	4%	10	0%	16	3	-4
Cc1nc(NCCc2ccccc2)sc1C(=O)O	4	5%	-0.3%	-23%	5%	-2%	-4	/	0	4	2
Cc1cccc(C(=O)OCC(=O)Nc2ccc3c(c2)OCCO3)c1	18	/	-0.3%	/	/	0%	-4	/	-5	/	10
COC(=O)c1cccc(Nc2nc(-c3cccnc3)nc3ccccc23)c1	4	1%	0.0%	/	3%	2%	-12	-2%	40[activator]	-1	3
Cc1[nH]c(=S)c(C#N)c(C)c1Cc1ccccc1	0	-8%	0.5%	/	-1%	1%	?	18%	-20	4	-7
COc1cc(C(=O)Nc2sc3c(c2C#N)CCN(C(C)=O)C3)cc(OC)c1OC	-4	14%	-0.2%	-4%	3%	2%	6	15%	?	-11	0
CCOc1cc(-c2conc2N)cc(OCC)c1OCC	-5	-4%	0.3%	-30%	2%	0%	13	0%	-19	-4	-4

An excerpt from above in order of the GALK inhibitor value, low to high.
canonical_smiles	GALK inhibitor
O=C(N[C@H](C(=O)O)c1ccccc1)C1CCC(Cn2nnc3ccccc3c2=O)CC1 (stereo partly specified)	-3%
CCOc1cc(-c2conc2N)cc(OCC)c1OCC	2%
COc1cc(C(=O)Nc2sc3c(c2C#N)CCN(C(C)=O)C3)cc(OC)c1OC	3%

Arranged by molar mass (lowest first): 9 of the compounds above
SMILES	TRPV1 agonist	MLL CXXC-DNA inh	B2AR arrestin	Menin MLL FP TR	GALK inhibitor	USP2a block	KCNH2 3.1 inh	PKM2 act	Giardia kill	Coupling enz	KCNH2 WT inh
CN(C)/C=C/C(=O)C(F)(F)F	11	0%	-0.2%	-15%	1%	2%	-38	-15%	-24	2	4
Cc1ccc(CN2CC(C(=O)O)CC2=O)cc1 (stereo unspecified)	1	2%	-0.1%	0%	4%	1%	-6	1%	-16	0	-2
Cc1[nH]c(=S)c(C#N)c(C)c1Cc1ccccc1	0	-8%	0.5%	/	-1%	1%	?	18%	-20	4	-7
Cc1nc(NCCc2ccccc2)sc1C(=O)O	4	5%	-0.3%	-23%	5%	-2%	-4	/	0	4	2
COC(=O)c1cccc(Nc2nc(-c3cccnc3)nc3ccccc23)c1	4	1%	0.0%	/	3%	2%	-12	-2%	40[activator]	-1	3
O=C(CCN1C(=O)/C(=C/c2ccccc2F)SC1=S)Nc1cccnc1	?	-1%	-0.4%	-5%	2%	0%	-107*	20%	-5	5	-34
Cc1c(C)c2ccc(OC(C)C(=O)NCCCN3CCOCC3)c(C)c2oc1=O (stereo unspecified)	-1	53%[activator]	-0.8%	16%	8%	4%	10	0%	16	3	-4
COc1cc(C(=O)Nc2sc3c(c2C#N)CCN(C(C)=O)C3)cc(OC)c1OC	-4	14%	-0.2%	-4%	3%	2%	6	15%	?	-11	0
Cc1nnc(NC(=O)CSc2nnc3scc(-c4ccc(C)c(C)c4)n23)s1	1	14%	-3.1%	-5%	0%	2%	6	5%	-2	4	3
